From PubChem BioAssay
Casp7 inh: blocks human caspase-7 allosterically or competitively; P55210; recombinant caspase-7, Ac-DEVD-AFC fluorescence rate; Potency, µM (highest dose often 57.5 µM), without a hit: at the top dose activity change, negative = inhibition, most hits filed as inhibitors; actives 0.02% (n = 75,000); active means well fitted inhibition curve with a large enough effect in the main read-out, with a control signal flat, not every such curve was filed as active; inconclusive means small, poorly fitted or top-dose-only effect, or a change in a side signal; further: potency means the concentration at half of the fitted maximal effect; % of control where 0% means no effect
CRE Fsk mod: modulators of forskolin-stimulated CRE signaling in CHO cells. AID 662. CHO CRE-bla reporter (cAMP response element driving beta-lactamase), forskolin EC10, beta-lactamase ratio. Potency, µM (top dose mostly 38.2 µM), for inactives: at the top dose activity change, negative = inhibition, usual class: activators. actives 2.5% (n = 71,000); active means well fitted activation curve with a large enough effect in the signal ratio, with a control signal flat, not every such curve was filed as active; inconclusive means small, poorly fitted or top-dose-only effect, or effect the other way, or a change in a side signal; the % refers to the signal ratio; further: potency means the concentration at half of the fitted maximal effect; % of control where 0% means no effect
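Forskolin analogue NKH 477 at EC10 stimulated CRE-driven beta-lactamase in CHO cells alongside compound dilution series. Beta-lactamase was measured with CCF4, excitation 405 nm, emission ratio 460/530 nm.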
A350 fluor: compound fluoresces in the Alexa 350 spectral region; Compound autofluorescence, 340/450 nm, Alexa 350 dye-equivalents; hits give high values; max dye-equivalent concentration, M; actives 11% (n = 59,000); in the data active means max dye-equivalent concentration above about 10 nM; inconclusive means mostly about 1.1 nM to 9.6 nM
Luciferase inh: blocks Photinus pyralis firefly luciferase activity; P08659; purified firefly luciferase, luminescence, 8 min; Potency, µM (titrated, usually from 57.1 µM), without a hit: top-dose activity change, negative = inhibition, most hits filed as inhibitors; actives 2.2% (n = 72,000); further: potency means the concentration at half of the fitted maximal effect; on the % scale 0 is the no-effect control and ±100 the full control effect; nearly all actives have a fitted effect of over 40% in size
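qHTS concentration-response profiling: light output of P. pyralis luciferase with luciferin and 10 uM ATP, imidazole buffer pH 7.2. Read by luminescence after 8-min room-temperature incubation.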
BRCT inh red: inhibitors of human BRCA1 BRCT-phosphoprotein interaction (red fluorophore) | P38398 | BRCT-phosphopeptide binding, red fluorescence polarization | Potency, µM (titrated, usually from 76.9 µM), inactives show top-dose activity change, negative = inhibition, hits mostly inhibitors | actives 0.03% (n = 75,000); further: on the % scale 0 is the no-effect control and ±100 the full control effect
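Rhodamine-labelled pBACH1 10-mer (100 nM) bound to BRCT domain (100 nM) at pH 7.3; compounds incubated 12 min room temperature, polarization read. Free peptide defines full inhibition; unlabelled decapeptide titrated as control.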
HEK293 cAMP ctrl: raises cAMP in parental HEK293 cells, TSHR agonist counter-screen; parental HEK293 CNG cAMP sensor, membrane potential fluorescence; Potency, µM (doses to about 57.1 µM), for the others: top-dose activation, usual class: activators; actives 2.5% (n = 73,000); AID 938; further: potency means the concentration at half of the fitted maximal effect; % of control where 0% means no effect; nearly all actives have a fitted effect of over 55% in size
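Parental HEK 293 cells stably expressing a cAMP-gated CNG channel were loaded with membrane potential dye containing 100 uM RO 20-1724 for 60 min. Compound added for 30 min; depolarization read as fluorescence intensity at 590 nm.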
Caspase-1 inhib: allosteric or competitive inhibitors of human caspase-1. P29466. Caspase-1 enzyme, Ac-WEHD-AFC fluorogenic rate. Potency, µM (titrated, usually from 57.5 µM), for the others: at the highest dose activity change, negative = inhibition, usual class: inhibitors. actives 0.03% (n = 75,000);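 further: potency means the concentration at half of the fitted maximal effect; plate controls were vehicle for no effect and no substrate for full effect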
ERK AVP inh: inhibitors of vasopressin-stimulated ERK signaling pathway; actives 0.99% (n = 72,000); AID 995; HEK293-V1b, vasopressin-stimulated pERK AlphaScreen; Potency, µM (series often up to 57.5 µM), for the others: top-dose activity, negative = inhibition, hits mostly inhibitors; further: potency means the concentration at half of the fitted maximal effect; on the % scale 0 is the no-effect control and ±100 the full control effect; nearly all actives have a fitted effect of over 55% in size
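qHTS, compounds titrated on V1b-expressing HEK293 cells. Preincubation 30 min at 37C, vasopressin 25 nM for 5 min, lysis 10 min, bead incubation 5 hr at room temperature.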
Tau filament bind: tau filament binding; P10636; recombinant tau filaments, thioflavin S fluorescence, 15 h; filaments grown with octadecylsulfate alongside compound; Potency, µM (doses to about 57.1 µM), inactives show at the top dose activity change, negative = inhibition; actives 2% (n = 71,000);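 further: potency means the concentration at half of the fitted maximal effect; on the % scale 0 is the no-effect control and ±100 the full control effect; actives lower thioflavin S fluorescence by blocking filaments or displacing dye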
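Recombinant tau protein (human, 1 uM final) plus 30 uM ODS in HEPES pH 7.4 with NaCl, DTT and thioflavine S. Compound present from the start; fluorescence at 510 nm after 15 h, 37 C.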
USP2a inhib: inhibitors of human ubiquitin-specific protease USP2a; actives 0.1% (n = 60,000); USP2a enzymatic assay, qHTS inhibition; Potency, µM (titrated, usually from 38.3 µM), for the others: at the highest dose activity change, negative = inhibition, usual class: inhibitors; O75604;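 further: potency means the concentration at half of the fitted maximal effect; nearly all actives have a fitted effect of over 60% in size; plate controls were DMSO for no effect and NEM full inhibition control for full effect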
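USP2 core (20 nM final) was preincubated with compound for 30 min at RT in 20 mM Tris-HCl pH 8.0, 2 mM CaCl2, 2 mM beta-mercaptoethanol; Ub-PLA2 (20 nM) plus NBD C6-HPC (20 uM) then added, fluorescence read after 2.5 h.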
BRCT inh green: inhibitors of human BRCA1 BRCT-phosphoprotein interaction (green fluorophore); P38398; BRCA1 BRCT-phosphopeptide binding, green fluorescence polarization; Potency, µM (series often up to 76.9 µM), for the others: at the highest dose activity change, negative = inhibition, actives largely listed as inhibitors; actives 0.05% (n = 75,000);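 further: potency means the concentration at half of the fitted maximal effect; plate controls were peptide without protein for full effect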
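Compounds were incubated for 12 min at room temperature with a complex of 100 nM fluorescein-tagged pBACH1 decapeptide and 250 nM His-tagged BRCT protein. Buffer was phosphate pH 7.3 with EDTA, DTT and Tween 20. Disruption of binding lowers the polarization signal.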
Starred values were filed as active, the others as inactive; i = inactive; ? = inconclusive; . = not tested or not shown; [ ] = dose if it differs, or a comment. Unless noted, the call rests on the fitted dose curve; in most records, active means well fitted curve in the direction sought with a large enough effect; inconclusive means small, poorly fitted or top-dose-only effect, or another doubt; inactive means no such curve, though single readings can be large; an effect the other way counts as inactive or inconclusive.

SMILES	Casp7 inh	CRE Fsk mod	A350 fluor	Luciferase inh	BRCT inh red	HEK293 cAMP ctrl	Caspase-1 inhib	ERK AVP inh	Tau filament bind	USP2a inhib	BRCT inh green
CO[C@H]1COC(=O)C/C=C\[C@H](C)[C@@H](OC)COC(=O)C/C=C\[C@@H]1C	-2%[11.5 µM]	.	.	0%[11.4 µM]	1.5%[15.4 µM]	10%[11.4 µM]	0%[11.5 µM]	26%[11.5 µM]	.	.	-0.4%[15.4 µM]
CCCOc1ccc(N2C(=O)CC(NCCNc3ccc(S(=O)(=O)CC)cc3)C2=O)cc1 (stereo unspecified)	-2%	-9%	i	-2%	0.2%	-6%	2%	0%	4%	39%[activator]	-2.5%
COc1cc2c(cc1OC)CN(C(=O)C1(c3ccccc3)CC1)CC2	0%	?	i	-1%	0.7%	-8%	-1%	-6%	4%	-2%	1.3%
S=C(S)NCCCn1ccnc1	-1%[11.5 µM]	8%[7.6 µM]	i	0%[11.4 µM]	-1.3%[15.4 µM]	-2%[11.4 µM]	0%[11.5 µM]	-9%[11.5 µM]	-2%[11.4 µM]	.	-0.5%[15.4 µM]
O=C1c2ccccc2NC2CCCCCN12 (stereo unspecified)	-2%	4%	5.4e-07M*	0%	-0.7%	5%	-3%	-7%	18%	-1%	0.8%
O=C(O)C1C2C=CC(O2)C1C(=O)Nc1ccc(S(=O)(=O)Nc2ccccc2)cc1 (stereo unspecified)	-2%	-3%	?	2%	-0.5%	20%	-2%	3%	-6%	-11%	2.3%
O=C(COc1ccc(Cl)cc1Cl)Nc1ccccn1	1%	?	i	0.079µM*	0.4%	16%	-1%	-11%	11%	5%	-0.6%
O=C1CCCC(O)=C1C=Nc1ccc(O)cc1	-8%	.	.	.	-0.8%	-7%	-8%	.	.	.	-3.4%
Cc1noc(C)c1-c1ccc2ncnc(NC3CCNCC3)c2c1	-3%	-3%	i	3%[2.29 µM]	1.5%	-13%	-1%	-10%	-1%	49%[activator]	-2.8%
Cc1cc2nc(NC3=NCN(Cc4cccnc4)CN3)nc(C)c2cc1C	1%	-2%	1.4e-06M*	3%	0.8%	3%	-2%	-2%	31%	5%	-1.0%
Cc1nnc(NC(=O)C(C)Oc2ccc3c(C)cc(=O)oc3c2)s1 (stereo unspecified)	-2%	-1%	i	-1%	1.1%	-1%	-1%	22%	12%	-4%	-2.1%
CC(C)CCn1nnnc1C(c1ccccc1)N1CCC(C(N)=O)CC1 (stereo unspecified)	1%	1%	i	1%	-1.9%	1%	1%	-1%	8%	4%	-2.0%
CCOC(=O)c1[nH]c2ccc(OC)cc2c1NC(=O)C(C)N1CCC2(CC1)OCCO2 (stereo unspecified)	-2%	29%	2e-07M*	-4%	-0.6%	0%	1%	?	-18%	12%	-3.4%
Cc1coc(C)c1C(=O)CC1(O)C(=O)N(Cc2ccccc2)c2ccccc21 (stereo unspecified)	-3%	?	i	2%	-0.1%	-2%	-2%	?	-9%	41%[activator]	5.9%
O=C(O)c1ccc(NS(=O)(=O)/C=C/c2ccccc2)cc1	-1%	13%	i	5%	0.9%	4%	-1%	-13%	-10%	-15%	-4.9%
CCOC(=O)c1cc2sccc2n1CCCN1C(=O)c2ccccc2C1=O	-1%	?	i	5%	0.8%	?	-4%	25%	?	-6%	0.2%
COC(=O)c1ccccc1NC(=O)c1ccc(F)cc1	1%	?	.	2%	-0.9%	?	-3%	12%	?	.	0.1%
COc1ccc(-c2nc(C#N)c(NCCN(C)C)o2)cc1	-1%	6%	.	-3%	2.1%	-2%	3%	-8%	-15%	.	-3.6%
COc1ccccc1NC(=O)c1cccc(S(=O)(=O)N2CCOCC2)c1	0%	7%	.	3%	1.7%	7%	1%	-5%	-2%	4%	-0.8%
COc1ccc(CNC(=O)CN(c2cccc(OC)c2)S(C)(=O)=O)cc1	0%	-2%	i	2%	0.5%	4%	-1%	-4%	3%	2%	-2.2%
CC(=O)Nc1ccc(S(=O)(=O)Nc2cccc(-c3nc4cc(C)ccc4o3)c2)cc1	-2%	11%	i	-10%	-2.1%	-3%	0%	2%	9%	30%	-2.3%
O=C(NCc1cccs1)C1CC(=O)N(c2ccccc2)C1 (stereo unspecified)	2%	-3%	?	5%	-0.9%	5%	-1%	-2%	5%	-5%	1.0%
O=C(CN1CCCCC1)Nc1ccc(F)c(Cl)c1	0%	-5%	5.5e-08M*	0%	1.3%	9%	-2%	3%	-8%	6%	0.6%
CCCCCC[C@@H]([C@@H](C)O)n1cnc2c(N)ncnc21	-2%	?	.	4%	-7.6%	-2%	0%	-15%	?	.	-5.7%
CN1CCc2c(c3ccccc3n2Cc2ccccc2)C1	0%	-6%	i	0%	-0.2%	1%[11.4 µM]	3%	8%	27%	24%	0.2%
COCCNc1oc(COc2cccc(C)c2)nc1C#N	1%	?	i	-1%	-0.5%	6%	1%	-15%	6%	2%	0.3%
O=c1c(O)c(-c2ccc(O)c(O)c2)oc2c(OC3OC(CO)C(O)C(O)C3O)c(O)cc(O)c12 (stereo unspecified)	1%	.	.	.	-9.4%	.	2%	-15%	.	-2%	-0.1%[3.08 µM]
Cn1c(CN2CCCCC2)nc2cc(NC(=O)c3ccccc3)ccc21	-2%	-3%	?	-21%	-1.5%	12%	-2%	?	-3%	24%	0.4%
Nc1ccc(-c2cc(N)n(-c3ccccc3)n2)cc1	-2%	-4%	i	0%	0.8%	?	-6%	11%	?	11%	5.7%
CCCS(=O)(=O)N1CCC(C(=O)N2CCCC2)CC1	3%	-1%	i	0%	-0.1%	5%	-1%	6%	0%	0%	-1.7%
Cc1noc(C)c1-c1nc(Nc2ccccc2)c2ccccc2n1	-4%	?	?	1%[2.29 µM]	1.3%	-3%	0%	-26%	8%	78%[activator]	-1.1%
Fc1cccc(NCc2ccoc2)c1	0%	?	.	1%	1.2%	-3%[11.4 µM]	-2%	-17%	5%[11.4 µM]	6%[7.66 µM]	-2.0%
CCCC(=O)Nc1ccc(NC(=O)Cc2ccccc2)cn1	0%	-15%	i	1%	-1.5%	6%	1%	5%	-13%	8%	-0.7%
O=C(O)C1CC(C2CCCCN2)CN2CCCCC12 (stereo unspecified)	0%	.	.	.	1.6%	.	1%	-9%	.	-1%	1.5%
O=C(c1ccc(Cn2cc(Cl)cn2)cc1)N1CCN(c2ccccc2)CC1	-1%	-15%	i	-4%	1.6%	7%	0%	-6%	?	23%	0.2%
O=C(NCc1ccco1)Nc1ccc2nsnc2c1	-27%	?	.	-17%	-0.2%	-7%	?	-17%	-6%	-1%	-0.2%
Cc1[nH]c2ccccc2c1C(=O)CN1CCCC1	-4%	?	i	2%	-1.1%	7%	-11%	17%	22%	6%	-0.1%
Cn1c(=O)c2c(nc(N3CCCCC3)n2CCNC2=NCCC2)n(C)c1=O	-4%	?	4.2e-08M*	1%	0.6%	-3%	-4%	?	120%	-7%	-4.1%
CCOC(=O)CNC(=O)CSc1nc(N)cc(N)n1	2%	?	i	1%	1.3%	-12%	-1%	-5%	58%	-4%	-1.8%
CC(C)OC(=O)CSc1nnc(-c2ccc(Cl)cc2Cl)n1N	0%	5%	i	1%	0.1%	6%	-1%	9%	5%	-5%	1.0%
N[C@H](C(=O)O)c1ccc(C(=O)O)c(O)c1	5%	?	.	0%	1.0%	-3%	0%	-23%	?	.	-0.4%
Cc1cccc(NC(=O)C2CCN(c3nccc(C)n3)CC2)c1	2%	15%	i	0%	0.6%	23%	-1%	-13%	2%	9%	-0.4%
Cc1ccc(-n2nc(C)c(C3C(C#N)=C(N)OC4=C3C(=O)CC(C)(C)C4)c2Cl)cc1 (stereo unspecified)	2%	5%	i	0%	0.6%	25µM*	0%	13%	21%	-7%	-0.5%
C=C(C)COc1ccc2c(c1)CCC1C2CC[C@]2(C)C(=O)/C(=N/O)CC12 (stereo partly specified)	1%[11.5 µM]	-14%[7.6 µM]	i	3%[11.4 µM]	0.2%[15.4 µM]	2%[11.4 µM]	0%[11.5 µM]	29%[11.5 µM]	7%[11.4 µM]	.	-1.8%[15.4 µM]
CC1=CCC(Cc2nc3ccccc3o2)C1(C)C (stereo unspecified)	-2%	6%	i	1%	0.3%	-17%	-4%	-11%	135%	37%[activator]	-1.6%
COC(=O)c1cc2sccc2n1Cc1ccc(C)cc1	-1%	-16%	1.4e-08M*	1%	-1.1%	?	1%	9%	19%	-8%	-2.3%

This is a random part of the collection. Share with any hit: about 16%.
